SENP8 block-1 – SENP8 (human) protease inhibition; actives 0.64% (n = 360,000); recombinant SENP8, Nedd8 substrate fluorescence; AID 602440; inhibition, % at 20 µM; in the data active = inhibition mostly above about 40%, no sharp cut-off; inactive = mostly below about 27%
Target sequence (Q96LD8 whole entry, looked up): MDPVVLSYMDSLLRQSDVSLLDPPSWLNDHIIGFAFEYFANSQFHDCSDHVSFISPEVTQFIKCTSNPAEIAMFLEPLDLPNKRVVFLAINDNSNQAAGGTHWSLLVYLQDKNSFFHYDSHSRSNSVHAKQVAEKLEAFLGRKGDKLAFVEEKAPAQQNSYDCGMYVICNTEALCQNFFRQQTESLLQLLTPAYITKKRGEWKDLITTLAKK
A3G deaminase – blocks human APOBEC3G single-stranded DNA deamination; Q9HC16; recombinant A3G, ssDNA deamination FAM/TAMRA fluorescence; inhibition, % at 20 µM; actives 0.28% (n = 330,000); AID 493012;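 active = inhibition of at least 40% at 20 µM, with no more than 30% in the related APOBEC3A deaminase screen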;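 also: plate controls were DMSO wells with A3G for no effect and wells lacking A3G enzyme for full effect; some compounds called inactive have numbers as strong as hits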
Target sequence (Q9HC16 whole entry, looked up): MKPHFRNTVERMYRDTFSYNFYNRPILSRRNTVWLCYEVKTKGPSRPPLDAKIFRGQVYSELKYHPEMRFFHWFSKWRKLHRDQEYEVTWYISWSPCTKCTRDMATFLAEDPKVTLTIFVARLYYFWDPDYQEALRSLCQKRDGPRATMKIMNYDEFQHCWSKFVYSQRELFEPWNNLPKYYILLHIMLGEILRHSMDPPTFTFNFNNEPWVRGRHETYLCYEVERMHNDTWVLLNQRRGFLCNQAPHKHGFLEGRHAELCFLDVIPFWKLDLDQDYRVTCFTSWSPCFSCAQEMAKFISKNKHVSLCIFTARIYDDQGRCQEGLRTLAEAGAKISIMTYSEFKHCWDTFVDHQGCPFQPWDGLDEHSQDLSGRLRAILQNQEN
SENP6 inh – inhibitors of human SENP6 protease | AID 2599 | actives 1.8% (n = 330,000) | Q9GZR1 | inhibition, % at 10 µM | Recombinant SENP6 catalytic domain, aminoluciferin luminescence;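 active = inhibition above about 50% at the single tested dose, limit read from the data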;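 also: plate controls were DMSO wells with enzyme for no effect and DMSO wells lacking enzyme for full effect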
SENP1 FRET inh – SENP1 (human) catalytic domain inhibition | actives 0.21% (n = 360,000) | recombinant SENP1 catalytic domain, CyPet-SUMO1-YPet FRET cleavage | AID 624204 | inhibition, % at 10 µM;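 active = inhibition at least 30% at 10 µM, raw YFP signal under a set limit, fluorescence ratio 0.5 to 1.5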;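 also: 0% = enzyme with DMSO and 100% = no enzyme wells; some results filed as inactive read as strong as hits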
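Test system: hSENP1 catalytic domain, recombinant; Amount: 20 pM final SENP1 enzyme; Medium: Tris pH 8 buffer plus EDTA, NaCl, BME, BSA, NP40, catalase; Schedule: 50 min enzyme reaction, room temperature, light-protected; Technique: FRET fluorescence in CFP and YFP emission channels; Controls: no-enzyme wells low, DMSO-plus-enzyme wells high control.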
SENP7 inh – inhibitors of human SENP7 protease. Q9BQF6. recombinant SENP7, Z-RLRGG-aminoluciferin luminescence, 40 min. inhibition, % at 5 µM. actives 1.5% (n = 330,000);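 active = inhibition above about 50% at the single test dose, limit read from the data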;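 also: plate controls were DMSO with enzyme for no effect and no enzyme buffer wells for full effect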
UBC13 polyUb – inhibitors of human UBC13 polyubiquitin chain formation; inhibition, % at 20 µM; AID 485273; actives 0.47% (n = 330,000); TR-FRET; P61088; in the data active = inhibition above about 45%, passing the limit was not always enough; inconclusive = no clear call, values can overlap the other calls
Target sequence (P61088 whole entry, looked up): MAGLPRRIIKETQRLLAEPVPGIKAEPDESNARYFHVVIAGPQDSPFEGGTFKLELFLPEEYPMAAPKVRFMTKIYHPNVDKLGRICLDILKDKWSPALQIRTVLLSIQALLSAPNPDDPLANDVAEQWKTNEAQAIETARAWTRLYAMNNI
Apaf1 inhib – human Apaf-1 inhibition; inhibition, % at 20 µM; AID 489030; O14727; reconstituted apoptosome caspase-3 activity, DEVD-Rh110 fluorescence; actives 0.71% (n = 330,000); active = inhibition of at least 40% at 20 µM;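 also: plate controls were DMSO wells for no effect and DEVD-CHO caspase inhibitor wells for full effect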
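Material: reconstituted apoptosome with Apaf-1, cytochrome c, caspase-9, procaspase-3, dATP / Buffer or medium: pH 7.5 Hepes buffer with CHAPS, BSA, DTT / Also added: cytochrome c with DEVD-Rh110 / Schedule: compound with Apaf-1, dATP, procaspase-3 30 min, then 50 min reaction, room temperature / Technique: rhodamine 110 fluorescence at Ex 480/Em 540 nm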
SENP8 block-2 – SENP8 protease inhibition; Q96LD8; AID 2540; purified SENP8, Z-RLRGG-aminoluciferin cleavage, luminescence; inhibition, % at 10 µM; actives 1.2% (n = 330,000); in the data active = inhibition above about 50%
Numbers without * were called inactive; ? = inconclusive; · = no result given. Hits appear at their usual frequency. About 3.6% of those tested had a hit in this group.

structure,SENP8 block-1,A3G deaminase,SENP6 inh,SENP1 FRET inh,SENP7 inh,UBC13 polyUb,Apaf1 inhib,SENP8 block-2
Cc1cc(Cl)ccc1C(=O)C1CCCN(C(=O)/C=C/c2cnn(C)c2)C1 (configuration not stated),17,-5,-8,-2,-3,4,-18,0
COc1ccc(NC(=O)COc2cccc(C(F)(F)F)c2)cn1,7,-12,-11,-2,-12,-6,-9,-6
Cc1cccc(N2CCN(C(=O)COc3cccc4c3OC(C)(C)C4)CC2)c1C,20,-3,-11,1,-11,-16,21,-5
Cc1nn(-c2ccccc2)c(C)c1/C=N/NC(=O)c1ccccc1O,-336,-4,-6,-1,4,3,0,3
O=[N+]([O-])c1cc(-c2ccc(C(=S)N3CCOCC3)o2)ccc1Cl,-14,4,15,1,-5,-53,35,10
Cc1cc(=O)oc2cc(OCC(=O)OCc3nnc(-c4ccccc4)o3)ccc12,-137,3,-10,2,5,6,-1,-5
CCOC(=O)c1c(-c2ccccc2)oc2ccc(OCC(=O)NNC(=O)CCCC(=O)O)cc12,-288,5,-10,3,0,10,1,-1
COc1ccc(Cc2nnc(Nc3c(C)cccc3C)o2)cc1OC,18,-5,-4,0,-2,2,-6,-1
COc1ccc(C(=O)N/N=C/c2ccc3cccc(OCc4ccccc4)c3n2)cc1,-336,0,17,-11,7,4,21,3
CCC(=O)NC(Nc1sc2c(c1C(=O)OC)CCC2)C(Cl)(Cl)Cl (configuration not stated),18,6,-14,-5,0,-1,12,-2
CC(C)[C@@]1(c2ccc(Cl)cc2)ON(c2ccccc2C(F)(F)F)C1=O,·,-4,-8,·,2,4,6,-5
O=C(NCCN1CCCCC1)Nc1ccc(Br)cc1,19,-8,-15,4,-5,7,-10,12
CCOC(=O)c1[nH]c2ccc(Br)cc2c1NC(=O)CCN1CCN(C(=O)OCC)CC1,-83,5,-21,1,-2,-5,-1,-1
CCn1cc(S(=O)(=O)c2ccc(C)cc2)[nH]c1=O,16,-7,-7,1,0,-8,11,-8
O=C(Nc1ccc(N2CCN(C(=O)c3ccco3)CC2)cc1)c1ccccc1Br,13,-4,-13,0,1,-4,1,-2
O=C(CSc1nccn1-c1ccc(Cl)cc1)NCc1ccc2c(c1)OCO2,14,-4,-6,1,-7,0,14,-4
O=C1C=C(c2ccc(Cl)cc2)OC2(CCCC2)O1,26,-8,-18,0,-7,-6,-1,-11
O=C(Cn1cncn1)N/N=C/c1c2ccccc2cc2ccccc12,-29,0,-12,-18,15,-6,5,-9
COc1ccc(C(=O)N/N=C(/C)c2ccc(N3CCCCC3)cc2)cc1,-46,-2,-12,1,6,7,4,2
COC(=O)c1ccc(C2/C(=C(\O)c3cccc(OC)c3)C(=O)C(=O)N2CCCN2CCOCC2)cc1 (configuration not stated),21,-2,-4,3,3,-3,0,1
CN(C)CCc1cc2c(c3c1ccc1ccccc13)OCO2,-313,-8,4,-5,1,?,8,-2
O=C(Oc1ccc2c(=O)c(Cl)coc2c1)c1cccnc1,-206,-10,-4,-9,-25,5,8,2
CCN(CC)CCCN1C(=O)C(O)=C(C(=O)c2ccco2)C1c1ccc(OC(C)C)cc1 (configuration not stated),26,-4,-1,0,4,-7,2,3
CCOc1ccc(NS(=O)(=O)c2cc3c(cc2C)N(C)CCO3)cc1,-4,-8,-10,1,5,-6,-1,5
C=CCOc1ccc(CNc2ccc(NC(=O)CCC)cc2)cc1OCC,-1,-3,-3,-1,3,-4,11,-2
CCc1ccc(C2=NN(CCC(=O)NC(C)c3ccc4c(c3)OCCO4)C(=O)CC2)cc1 (configuration not stated),22,-1,-13,3,7,6,5,0
COc1ccc(S(=O)(=O)N(C)c2ccc(C(=O)N3CCN(c4ccccc4)CC3)cc2)cc1OC,-1,-7,-20,0,0,-4,28,-19
O=C(CCn1c(=O)oc2ccccc21)Nc1ccc(C(=O)O)cc1,18,-5,-8,8,-2,5,7,-3
O=C(O)C1CCCN1S(=O)(=O)c1ccc(F)cc1 (configuration not stated),18,-6,-21,0,-11,-4,7,-12
O=C(CCN1C(=O)[C@@H]2Cc3ccccc3CN2C1=O)N[C@H](Cc1ccccc1)C(=O)O,16,-3,-3,4,-4,-6,-2,3
CC1CCCN(C(=O)c2ccc(COc3ccccc3Br)cc2)C1 (configuration not stated),5,-7,-26,-2,14,-2,23,-15
CCOC(=O)c1nn(C)c(C)c1Cl,12,-1,11,1,11,9,-1,9
O=C(CCSc1nc2ccccc2s1)N/N=C/c1c(O)ccc2ccccc12,-62,-7,0,-64,1,-17,-2,-1
COc1ccc(CNC(=O)CSc2n[nH]c(C)c2[N+](=O)[O-])cc1,12,-6,-13,0,-1,-5,-2,-21
Cc1cc(C)c(OCC(=O)N(Cc2ccc(N(C)C)cc2)C2CCS(=O)(=O)C2)c(C)c1 (configuration not stated),24,0,-11,-1,-14,-3,6,-5
COc1cccc(-c2nc(CS(=O)(=O)CC(=O)NCCCOC(C)C)c(C)o2)c1,8,-8,-9,0,-3,2,-1,0
CC(=O)c1cccc(NC(=O)N2C3CCC2CC(NC(=O)C2CC2)C3)c1 (configuration not stated),8,3,-4,0,3,5,6,3
CCOC(=O)C1=CC[C@@H](c2cccc(C)c2)N(S(=O)(=O)c2ccc(C)cc2)[C@H]1C(=O)OCC,15,-9,-4,2,-5,7,19,0
COC(=O)C1=C(O)/C(=C\c2ccc(OCC(=O)Nc3ccccc3OC)cc2)N=C1C,-83,-10,5,-94,19,16,-1,5
CCN(CCNC(=O)C1CCCN(Cc2nc(-c3ccc(OC)cc3)oc2C)C1)c1ccccc1 (configuration not stated),16,-4,-9,3,2,16,12,0

Reprinted at random: 3 entries already listed.
structure,SENP8 block-1,A3G deaminase,SENP6 inh,SENP1 FRET inh,SENP7 inh,UBC13 polyUb,Apaf1 inhib,SENP8 block-2
COc1ccc(S(=O)(=O)N(C)c2ccc(C(=O)N3CCN(c4ccccc4)CC3)cc2)cc1OC,-1,-7,-20,0,0,-4,28,-19
COc1ccc(CNC(=O)CSc2n[nH]c(C)c2[N+](=O)[O-])cc1,12,-6,-13,0,-1,-5,-2,-21
CCOc1ccc(NS(=O)(=O)c2cc3c(cc2C)N(C)CCO3)cc1,-4,-8,-10,1,5,-6,-1,5

More structures follow.
structure,SENP8 block-1,A3G deaminase,SENP6 inh,SENP1 FRET inh,SENP7 inh,UBC13 polyUb,Apaf1 inhib,SENP8 block-2
CCc1ccccc1N(CC(=O)Nc1cccnc1)S(=O)(=O)c1ccccc1,6,-4,-13,0,-10,-1,8,-4
COc1ccc(NS(=O)(=O)c2cccc(NC(=O)C3=NN(c4ccccc4)C(=O)CC3)c2)cc1,14,-9,-18,0,-11,-10,15,-11
COc1ccc2c(c1)c1nc3ccccc3nc1n2Cc1ccc(OC(C)C)c(OC)c1,23,1,-8,35*,-3,-8,1,-9
COc1ccc([C@H]2[C@H](C(=O)C(C)(C)C)N3N=Cc4ccccc4C3[C@]23N=C(c2ccccc2)OC3=O)cc1 (some centres not stated),-4,3,3,-8,-8,-24,28,-1
CCOc1cc(C2/C(=C(/O)c3ccc(OC(C)C)cc3)C(=O)C(=O)N2CCCOC)ccc1O (configuration not stated),23,-4,-21,0,-1,-14,10,-9
CS(=O)(=O)N(CCC#N)Cc1ccc(C=O)o1,3,-6,-4,3,-1,1,-2,-1
C/C(=N\OCC(=O)OCC(=O)N(C)c1ccccc1)c1ccc2c(c1)OCO2,7,1,-1,0,6,2,10,0
COc1ccc(C2CC(O)(c3ccccc3)Oc3cc(OC)cc(OC)c32)cc1 (configuration not stated),-45,-8,6,-1,-7,9,23,4
CN(C)S(=O)(=O)c1cccc(C(=O)OCC(=O)Nc2sccc2C(N)=O)c1,0,0,-8,-2,5,22,1,-5
COc1ccc(N2CCN(Cc3nc4c(c(=O)[nH]c(=O)n4C)n3CCCc3ccccc3)CC2)cc1,11,-4,0,0,-6,-13,9,-8
CCCN1CCN(CCCNC(=O)c2ccc(CS(=O)c3ccc(OC)cc3)o2)CC1 (configuration not stated),-6,-6,21,0,2,-5,5,11
CC(c1ccccc1)n1cc(C(=O)NCCCn2ccnc2)nn1 (configuration not stated),16,1,-12,3,4,2,-3,2
COc1ccc2c(c1OC)C(=O)N(c1ccccc1)C2=O,1,-2,13,-1,-2,0,-13,5
O=C(COC(=O)CCc1ccc(S(=O)(=O)N2CCOCC2)cc1)Nc1ccccc1[N+](=O)[O-],27,-4,-5,0,-16,-2,11,-6
Cc1ccc(C(=O)NNC(=O)CSc2nnc3ccccn23)cc1,0,-4,-7,-4,0,4,-6,0
O=C(NNC(=O)C1CC(c2cccs2)=NO1)NC1CCCCC1 (configuration not stated),-1,-2,-16,1,3,-13,0,-6
Cn1c(Cn2c(=O)sc3ccccc32)nnc1SCC(=O)NCc1ccc2c(c1)OCO2,0,-5,-10,-2,-4,10,-7,1
CCCCC(=O)Nc1sc(C(=O)N(CC)CC)c(C)c1C(=O)OC,6,68*,-6,-4,0,3,1,3
CCOc1cc(/C=C2/C(=N)N3OC(C)=CC3=NC2=O)ccc1OC(=O)c1ccco1,-23,10,-1,-102,-4,-5,7,4
CCN(C(=O)CN1C(=O)S/C(=C\c2ccccc2OC)C1=O)C1CCS(=O)(=O)C1 (configuration not stated),-43,-3,4,0,-2,3,-1,-2
CCCCCN(C(=O)CCC(=O)OCC(=O)c1ccc(CCC)cc1)c1c(N)n(CCCC)c(=O)[nH]c1=O,6,-9,-8,0,13,-7,19,-6
CCn1c(SCC(=O)c2ccc3ccccc3c2)nnc1-c1ccco1,6,0,9,4,13,-8,14,-3
CC(C(=O)OCC(=O)Nc1ccc(S(=O)(=O)N2CCCCC2)cc1)N1C(=O)c2ccccc2C1=O (configuration not stated),12,-9,-13,5,-9,-2,27,-10
CCc1cccc(C)c1NC(=O)CSc1n[nH]c(N)n1,15,-1,-24,2,5,-3,-5,-17
